V1aR counter: agonists of human V1a receptor, primary screen, counter-screen for OXTR agonist project, fluorescence, CHO-V1R cells; Vasopressin V1a receptor (Homo sapiens), P37288; Fluo-8 calcium fluorescence, agonist mode; 0% DMSO, 100% 3 nM vasopressin; activation, % at 3 µM; 0.25% of 320,000 active; AID 2797, 2010;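 active means activation above the mean activation of all tested compounds plus 3 SD, per screening run, cut at about 20% in these data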;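 further: signal is peak over basal fluorescence ratio across a 100 second FLIPR read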
OXTR potentiator: human OXTR potentiators, primary screen, fluorescence, CHO-OTR cells, Fluo-8 calcium; Oxytocin receptor (Homo sapiens), P30559; Fluo-8 calcium fluorescence, potentiator mode; 0% = oxytocin EC15, 100% = EC100; activation, % at 3 µM; 0.061% of 320,000 active; AID 2445, 2010;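 active means activation above that plate's cutoff, the mean activation of tested compounds plus 3 SD, cut at about 6.6% in these data, passing the limit was not always enough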;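 further: 100% uses oxytocin at 75 nM as the full agonist control; some results filed as inactive read as strong as hits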
Target sequence (P30559 whole entry, looked up): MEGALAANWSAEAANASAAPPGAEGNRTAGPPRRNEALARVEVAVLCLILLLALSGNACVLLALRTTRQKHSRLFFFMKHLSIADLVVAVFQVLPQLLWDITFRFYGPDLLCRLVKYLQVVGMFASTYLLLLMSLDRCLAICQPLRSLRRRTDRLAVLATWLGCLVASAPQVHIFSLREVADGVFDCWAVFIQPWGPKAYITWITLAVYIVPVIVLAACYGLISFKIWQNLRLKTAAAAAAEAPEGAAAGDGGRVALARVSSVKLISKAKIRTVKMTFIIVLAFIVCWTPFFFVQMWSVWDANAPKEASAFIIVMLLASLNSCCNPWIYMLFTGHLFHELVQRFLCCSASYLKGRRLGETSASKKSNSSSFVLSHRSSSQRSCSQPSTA
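Dosing: Single dose, 3.0 µM nominal final compound concentration | Material: Human OTR in CHO cells | Technique: Kinetic Fluo-8 calcium fluorescence | Benchmarks: EC15 oxytocin alone as 0%, 75 nM oxytocin as 100% | Probe or stimulus: Oxytocin at about EC15, sub-maximal agonist stimulus | Incubation: Compound 6 min at room temperature before oxytocin, 100 s read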
CHO-K1 Ca PAM: nonselective calcium activators in parental CHO-K1 cells, primary screen, counter-screen for M1 PAM project, cell-based, Fluo-8 calcium fluorescence, full deck, 1536-well; ATP EC20; 0% at ATP EC20, 100% at ATP max; activation, % at 3 µM; 0.02% of 360,000 active;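 active means activation above the run cutoff, the mean activation of all test compounds plus 3 SD, cut at about 40% in these data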;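 further: peak over basal fluorescence ratio in a 140 s read after ATP addition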
CHO-K1 Ca antag: counter-screen for M1 antagonists: effect in parental CHO-K1 cells. ATP-induced calcium, Fluo-8 fluorescence. inhibition, % at 3 µM. 0.6% of 360,000 active. AID 602250;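 active means inhibition above a per-plate cutoff, the plate's mean sample inhibition plus 3 SD, cut at about 24% in these data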;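 further: 0% = DMSO plus EC80 ATP and 100% = DMSO alone without ATP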
M1 ag parental: counter-screen for M1 agonists: effect in parental CHO-K1 cells. Fluo-8 calcium fluorescence; scaled to maximal ATP response, vehicle zero. activation, % at 3 µM. 0.48% of 360,000 active. AID 602248, 2012; in the data active means activation above about 15%;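 further: untransfected CHO-K1 host cells lacking M1 receptor as counterscreen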
CHO parental Ca: ATP-evoked calcium signal inhibitors, parental CHO, primary screen, counter-screen for OX1R antagonist project, cell-based, fluorescence, Fluo-8 calcium dye. parental CHO-K1, ATP-induced calcium, Fluo-8 fluorescence. inhibition, % at 5.6 µM. 0.63% of 330,000 active;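 active means inhibition above that plate's mean sample inhibition plus 3 SD, cut at about 26% in these data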;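 further: 0% = ATP-challenged DMSO wells and 100% = DMSO wells without ATP; some compounds past the cut are filed as inactive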
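Material: parental CHO cells / Compound: single nominal dose of 5.6 µM per compound / Signal: Fluo-8 fluorescence / Replicates: singlicate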
M1 ag: human M1 muscarinic receptor agonists, primary screen, Fluo-8 calcium fluorescence, CHO-K1 cells, HTS; AID 588814, 2011; activation, % at 3 µM; Muscarinic acetylcholine receptor M1 (Homo sapiens), P11229; 0.33% of 360,000 active; CHO-K1 hM1, agonist mode; 0% DMSO, 100% acetylcholine EC100;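 active means activation above the run's mean compound activation plus 3 SD, cut at about 16% in these data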;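 further: peak over basal fluorescence ratio within a 140 s kinetic read after compound addition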
Target sequence (P11229 whole entry, looked up): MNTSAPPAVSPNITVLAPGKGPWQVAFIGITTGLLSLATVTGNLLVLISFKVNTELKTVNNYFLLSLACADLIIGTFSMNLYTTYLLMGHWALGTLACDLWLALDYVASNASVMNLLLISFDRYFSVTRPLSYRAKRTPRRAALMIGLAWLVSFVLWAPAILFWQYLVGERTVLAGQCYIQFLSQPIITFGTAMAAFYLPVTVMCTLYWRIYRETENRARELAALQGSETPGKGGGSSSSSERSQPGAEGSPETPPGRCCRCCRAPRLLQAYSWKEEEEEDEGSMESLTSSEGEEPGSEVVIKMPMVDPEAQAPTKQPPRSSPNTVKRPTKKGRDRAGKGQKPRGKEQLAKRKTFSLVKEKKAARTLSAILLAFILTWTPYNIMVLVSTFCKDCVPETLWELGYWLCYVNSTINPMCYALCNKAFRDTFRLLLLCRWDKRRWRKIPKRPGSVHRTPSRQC
TAAR1 ag: human TAAR1 agonists, primary screen, Fluo-8 calcium fluorescence, CHO RD-HGA16 cells | vehicle wells 0%, saturating PEA agonist 100% | activation, % at 3 µM | 0.99% of 360,000 active | AID 624467, 2012;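 active means activation above the mean activation of all test compounds in the run plus 3 SD, cut at about 38% in these data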
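Signal – calcium-sensitive Fluo-8 signal, excitation 470-495, emission 515-575 nm · System – RD-HGA16 (CHO) cells co-expressing Gα16 and hTAAR1 · Incubation – 17-24 h seeding, 75 min 37 °C dye, 30 min RT · Compound dosing – 3 µM single concentration · Repeats – no replicates (n 1)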
TAAR1 antagonist: human TAAR1 antagonists, primary screen, Fluo-8 calcium fluorescence, CHO RD-HGA16 cells | antagonist | inhibition, % at 3 µM | 1.5% of 360,000 active | AID 624466, 2012 | Trace amine-associated receptor 1 (Homo sapiens), Q96RJ0;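 active means inhibition above a per-plate cutoff, the mean inhibition of test compounds on that plate plus 3 SD, cut at about 49% in these data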;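 further: 0% = DMSO plus EC80 beta-PEA response and 100% = DMSO alone without agonist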
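test system = CHO RD-HGA16 cells bearing hTAAR1 | replication = singlicate | controls = DMSO-only wells and EC80 β-PEA-stimulated wells | reagent = EC80 β-phenethylamine stimulus | read-out basis = percent inhibition of PEA-evoked calcium signal, max/basal emission ratio | schedule = seeding 17-24 h prior, 75-min 37 °C, 30-min RT dye loading | signal = kinetic Fluo-8 calcium fluorescence measurement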
Active calls of the source: *; · = not tested or not shown. The order is random; about 3.3% have a hit in one of these screens.

SMILES	V1aR counter	OXTR potentiator	CHO-K1 Ca PAM	CHO-K1 Ca antag	M1 ag parental	CHO parental Ca	M1 ag	TAAR1 ag	TAAR1 antagonist
Cc1ccccc1Oc1cc(NC(=O)Cn2cnc([N+](=O)[O-])c2)cc([N+](=O)[O-])c1	0.4	-24	21	-8	3.1	16	-4	3	23
Cc1ccc(-c2cc(C(=O)NCCCN3CCCC3)c3ccccc3n2)cc1C	1.5	-7	10	-12	3.4	-7	-4	3	-9
CN(C)CCCNC(=O)CC1C[C@H](C(=O)N2CCOCC2)[C@@]2(CCC3CCCC3)c3[nH]c4ccccc4c3CCN2C1=O (some centres not stated)	0.6	-5	-2	1	0.4	-6	-9	1	-25
COc1ccc(OC)c(C(=O)CSc2nc3cccnc3n2C)c1	0.8	-3	5	-7	1.5	-7	0	6	11
COCc1ccc(C(=O)NC2CCCN(Cc3ccccc3F)C2)o1 (configuration not stated)	0.5	1	9	-4	1.4	-6	-6	1	-2
CC(C)(C)n1nnnc1C(c1cccnc1)N1CCN(C(=O)c2ccco2)CC1 (configuration not stated)	0.4	-1	2	-11	0.1	-4	-3	-1	-14
c1cncc(-c2nc(NCCCN3CCOCC3)c3c4c(sc3n2)CCC4)c1	-0.9	6	9	-12	1.6	-18	-8	2	6
CC1CCN(S(=O)(=O)c2ccc(NC(=O)Cc3ccc(S(=O)(=O)N4CCOCC4)s3)cc2)CC1	0.8	-9	-5	-3	2.6	8	-1	9	24
C/C(=C\C(=O)c1ncc(C(F)(F)F)cc1Cl)N(C)C	1.2	6	10	11	0.2	-11	-5	-1	-12
COc1ccc(CN(C2CCCC2)S(=O)(=O)c2ccc(-n3cnnn3)cc2)cc1OC	0.7	-17	13	5	1.7	-13	-2	26	5
CCOc1ccccc1C1C(C(=O)OC)=C(N)OC2=C1C(=O)CCC2 (configuration not stated)	0.0	-4	6	-5	-0.1	-4	-5	1	7
Cc1cc(C)cc(N(CC(=O)NC2CCCC2)C(=O)CCC(=O)Nc2cc(C)ccn2)c1	0.0	-11	10	-1	0.3	-19	-3	0	8
CC(C(=O)Nc1ccc(S(=O)(=O)N2CCCC2)cc1)N(C)Cc1ccc(F)cc1 (configuration not stated)	0.6	-6	-14	5	-0.4	-15	-9	11	-9
COc1ccc(-c2csc(NC(=O)C3COc4ccccc4O3)n2)cc1OC (configuration not stated)	2.6	-3	9	11	6.2	0	-4	5	62*
CCOC(=O)N1CCN(C(=O)c2ccc(S(=O)(=O)Nc3ccccc3)cc2)CC1	4.6	-10	16	-12	3.3	-4	4	11	-15
COC(=O)N/N=C/c1cn(CCCOc2ccccc2)c2ccccc12	2.5	-10	23	-10	3.8	5	-1	6	-8
CCOC(=O)c1ccc(NC(=S)N(CCCN2CCN(CC)CC2)Cc2cccs2)cc1	2.0	-22	10	-9	2.4	-14	-7	3	-19
CCN1CCC(C(=O)NC(c2ccc(F)cc2)c2ncccc2C)CC1 (configuration not stated)	·	·	6	-11	0.1	·	-5	0	-5
CCCc1cc(=O)n2[nH]c(Cc3ccccc3)nc2n1	0.1	-5	9	-3	-0.1	-15	-2	9	-15
CNC(=S)N(CCc1c(C)[nH]c2ccc(F)cc12)Cc1ccco1	7.5	-6	-6	-9	0.9	2	-4	6	21
O=[N+]([O-])c1cccc(S(=O)(=O)/N=C(/Nc2ccccc2)c2ccccc2)c1	1.1	-1	20	-23	1.0	-15	-3	1	11
Cc1noc(C)c1S(=O)(=O)N1CCC(C(=O)NC2CCCc3ccccc32)CC1 (configuration not stated)	1.8	-14	20	-11	0.3	-12	-4	6	-5
Cc1c(NC(=O)C(C)OC(=O)c2sc3ccccc3c2Cl)c(=O)n(-c2ccccc2)n1C (configuration not stated)	-1.0	5	24	-10	0.2	-21	-7	-1	-17
O=C(NCC(c1ccco1)N1CCN(c2ccc(F)cc2)CC1)c1ccc2c(c1)OCO2 (configuration not stated)	-1.6	3	15	-9	1.1	-11	-6	4	-29
CCOC(=O)c1cc(C(=O)NC(C)c2ccccc2)c(C)[nH]c1=O (configuration not stated)	0.2	3	5	-10	1.2	-13	-3	0	11
COc1cc(-c2ccccc2)nc2ccccc12	-1.7	-5	4	7	-0.5	-15	-6	14	1
O=C(OCC1CC(c2ccccc2)=NO1)c1ccco1 (configuration not stated)	0.5	-6	15	-1	1.8	-4	-2	3	3
COCCNc1nc2c(c(=O)[nH]c(=O)n2C)n1CCCc1ccccc1	0.4	2	0	2	-0.1	0	-2	0	4
COc1ccc(Cl)cc1S(=O)(=O)N(C)CC(=O)N1CCCC1	0.5	5	20	-7	1.5	14	-5	4	-20
Cc1nc(SC2CC(=O)N(c3ccccc3)C2=O)n[nH]1 (configuration not stated)	0.4	-14	23	-8	0.4	-2	-3	6	-6

One compound at a time, as listed above. Order of values: V1aR counter	OXTR potentiator	CHO-K1 Ca PAM	CHO-K1 Ca antag	M1 ag parental	CHO parental Ca	M1 ag	TAAR1 ag	TAAR1 antagonist
Shown for O=C(NCC(c1ccco1)N1CCN(c2ccc(F)cc2)CC1)c1ccc2c(c1)OCO2 (configuration not stated) = -1.6	3	15	-9	1.1	-11	-6	4	-29
Shown for Cc1noc(C)c1S(=O)(=O)N1CCC(C(=O)NC2CCCc3ccccc32)CC1 (configuration not stated) = 1.8	-14	20	-11	0.3	-12	-4	6	-5
Shown for CC(C)(C)n1nnnc1C(c1cccnc1)N1CCN(C(=O)c2ccco2)CC1 (configuration not stated) = 0.4	-1	2	-11	0.1	-4	-3	-1	-14

Continued:
SMILES	V1aR counter	OXTR potentiator	CHO-K1 Ca PAM	CHO-K1 Ca antag	M1 ag parental	CHO parental Ca	M1 ag	TAAR1 ag	TAAR1 antagonist
Cc1ccc(Nc2ccc(N3CCN(c4ccc([N+](=O)[O-])cc4)CC3)nn2)cc1	0.3	-7	-4	-2	3.7	-14	-4	2	-34
COc1cccc(-c2ccc(NC(=O)C3CCCN(Cc4cnc(C)n4C)C3)cc2)c1 (configuration not stated)	3.6	-4	16	-6	6.2	-17	-4	4	-3
CS(=O)(=O)N(CC(=O)NCCSCc1ccccc1Cl)c1ccc(F)cc1	1.6	-11	3	0	1.9	-5	9	3	-2
O=C(Nc1nnc(CC(c2ccccc2)c2ccccc2)s1)c1ccco1	0.8	-4	13	-1	0.0	-3	-2	5	5
CCOc1ccccc1NCc1nnc(-c2ccccc2)o1	0.1	-5	2	-14	0.5	1	-8	4	-14
CCCN(CCC)C(=O)C1CCC(CNS(=O)(=O)c2cccc3nsnc23)CC1 (configuration not stated)	5.4	-8	-4	-10	0.9	-6	-4	1	-5
CCOC(=O)c1c(C)n(CCOc2ccccc2)c2ccc(O)cc12	0.1	-9	8	0	7.2	-11	-2	3	-9
Cc1cccc(N(C(=O)CNC(=O)c2ccco2)C(C(=O)NC2CCCC2)c2cccnc2)c1C (configuration not stated)	0.8	-3	24	-4	-0.1	-6	0	2	-4
N#Cc1nc(-c2ccco2)oc1NCc1ccccc1Cl	-1.1	-13	17	4	0.3	-26	-5	-2	-42
CCOc1ccc2nc(NC(=O)CSc3ccccc3)sc2c1	-2.0	-7	3	0	-0.3	-5	-3	1	33
O=C(CSc1nnc(Cn2nnc(-c3ccccc3)n2)n1-c1ccccc1)Nc1ccccc1	4.5	-18	7	2	1.2	-16	-3	1	11
CCCCNC(=O)CCn1c(=O)c2ccccc2n(Cc2ccccc2C)c1=O	0.2	10	2	-4	0.2	-15	-3	-2	7
CCN1C(=O)/C(=C/C=C2\N(CC)c3cc(S(=O)(=O)N(C)C)ccc3N2c2ccccc2)SC1=S	19	-7	-11	9	3.5	15	6	62*	36
Cc1ccc(Nc2nc(N)nc(COC(=O)C3=COCCO3)n2)cc1	4.7	0	-9	-15	0.2	-17	10	1	0
Clc1ccc2c(c1)CNc1c(ncnc1N1CCOCC1)O2	0.5	-3	1	-1	4.1	-17	4	5	34
Cc1sc2ncnc(OCC(=O)NC3CCS(=O)(=O)C3)c2c1C (configuration not stated)	1.7	-1	3	-9	0.4	-11	-2	2	-16
CC1CN(c2ccc(S(=O)(=O)N3CCCC3)cn2)CC(C)O1 (configuration not stated)	2.4	-2	-1	-4	0.0	-4	-6	2	-10
COc1ccccc1NS(=O)(=O)c1ccc(O)c(C(=O)OCC(=O)N2CCc3ccccc32)c1	-0.7	-8	18	-13	1.3	-3	-4	7	-10
Cc1ccc(N(C(=O)c2snc(C(N)=O)c2N)C(C(=O)NC2CCCC2)c2ccncc2)cc1 (configuration not stated)	0.9	-4	13	4	0.1	-21	-2	-2	-6
COC(=O)c1ccc2nc(-c3ccc(OC)c(OC)c3)c(Cc3ccc(C)cc3)n2c1	·	·	-7	4	0.3	·	-5	1	5
C/C(=N\NC(=O)c1cc(Br)ccc1O)c1cccc(NC(=O)c2ccccc2F)c1	8.9	-13	4	0	11	-8	3	4	-19
Cc1cccc(/C(N)=N/OC(=O)N2CCOCC2)c1	0.8	-1	2	-15	0.4	-3	1	7	-19
CCNC(=S)N/N=C/c1ccccc1[N+](=O)[O-]	-0.3	-10	12	-15	1.1	6	-12	-1	-10
COc1ccc(CN2CC(=O)N(c3ccccc3C)C2=S)cc1OC	0.6	-11	5	2	3.4	-11	7	7	-3
O=C(CN1CCN(c2ccc(F)cc2)CC1)N(C1CCCC1)C1CCS(=O)(=O)C1 (configuration not stated)	-0.2	-1	-14	2	-0.4	-13	-5	-3	0
CCOC(=S)SCc1cn2ccc(C)cc2n1	2.1	-4	-8	0	0.7	1	-9	-1	-17
CCCCCCNC(=O)C(C#N)c1nc2ccccc2nc1N1CCOCC1 (configuration not stated)	0.3	-8	7	2	-0.3	-15	0	1	-7
CCOc1ccccc1N(CC(=O)NC1CCCC1)C(=O)CCCC(=O)Nc1ccccn1	-0.2	-15	8	-4	0.2	-4	-4	3	-6
